Tn7 DDE FP: inhibitors of Tn7 peptide binding to fibrin DD(E), primary screen, biochemical, fluorescence polarization, human fibrin, Tn7 probe; Fibrinogen beta chain (Homo sapiens), P02675; FP displacement of FITC-Tn7 peptide from fibrin DD(E); 0% = median of compound wells per plate; inhibition, % at 8.3 µM; actives 0.13% (n = 370,000);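 active means inhibition above the mean of compounds falling within the control limits plus 3 SD of them, cut at about 14% in these data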;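 further: 0% = plate median of compound wells and 100% = 10 µM Aha-Tn7 peptide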
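Also added: labelled Tn7 tracer, 0.1 µM; Assay system: human fibrin DD(E) protein; Amount: 2 µM fibrin DD(E); Schedule: 10 min compound pre-incubation, 3 h probe incubation at room temperature; Repeats: one replicate per compound; Read-out basis: percent inhibition; Measured by: fluorescence polarization of the labelled Tn7 tracer.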
UHRF1 MBD2 ctr: UHRF1 methylated DNA binding inhibitors, primary screen, counter-screen for MBD2 inhibitor project, biochemical, TR-FRET, human UHRF1, single concentration. inhibition, % at 4.4 µM. AID 687016, 2013. actives 0.75% (n = 370,000). UHRF1 binding to methylated oligo. E3 ubiquitin-protein ligase UHRF1 (Homo sapiens), Q96T88; in the data active means inhibition above about 21%;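 further: UHRF1 SRA domain binding a hemimethylated CpG hairpin DNA probe; 0% = median of test compound wells and 100% = reference inhibitor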
TCR-CD3 inh: inhibitors of human TCR-CD3 interaction, primary screen, biochemical, fluorescence, TAMRA-labeled TCR probe. T-cell receptor (TCR). actives 0.37% (n = 360,000). inhibition, % at 9.4 µM. AID 651800, 2012; in the data active means inhibition above about 19%;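 further: recombinant mutant TCR 2C K166C tagged with TAMRA read by polarization; 0% = receptor in buffer alone and 100% = receptor with positive control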
KLK7 zymogen act: proKLK7 zymogen activators, primary screen, biochemical, fluorescence intensity. actives 0.9% (n = 370,000). purified proKLK7, EDANS-DABCYL substrate fluorescence; 100% is mature enzyme control, 0% vehicle. AID 652039, 2013. activation, % at 7 µM;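 active means activation above the mean of all tested compounds plus 3 SD, computed per campaign excluding outliers beyond control limits, cut at about 13% in these data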
MBD2 inh: inhibitors of MBD2 binding to methylated DNA, primary screen, biochemical, TR-FRET, DNA-binding domain, human. Methyl-CpG-binding domain protein 2 (Homo sapiens), Q9UBB5. AID 686964, 2013. inhibition, % at 4.4 µM. MBD2 binding to methylated oligonucleotide. actives 0.31% (n = 370,000); in the data active means inhibition above about 13%
DDE Tn6 FP inh: inhibitors of Tn6 peptide binding to fibrin DD(E), primary screen, biochemical, fluorescence polarization, human fibrin, Tn6 probe | actives 0.21% (n = 370,000) | Fibrin DD(E) TRITC-Tn6 fluorescence polarization displacement | AID 720509, 2013 | Fibrinogen beta chain (Homo sapiens), P02675 | inhibition, % at 8.3 µM;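 active means inhibition above a per-campaign cutoff: mean of compounds within control limits plus 3 SD, cut at about 15% in these data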;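 further: 0% = median of all compound wells on the plate and 100% = blocking peptide control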
TDP2 absorb: human TDP2 enzyme inhibitors, primary screen, biochemical, epi absorbance, recombinant enzyme; actives 0.34% (n = 370,000); inhibition, % at 12.8 µM; T5PNP hydrolysis, p-nitrophenol absorbance 415 nm; Tyrosyl-DNA phosphodiesterase 2 (Homo sapiens), O95551; AID 720702, 2013;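 active means inhibition above the mean of all tested compounds plus 3 SD, set per campaign, cut at about 25% in these data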;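 further: 0% = DMSO with enzyme and 100% = buffer with substrate but no TDP2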
Target sequence (O95551 whole entry, looked up): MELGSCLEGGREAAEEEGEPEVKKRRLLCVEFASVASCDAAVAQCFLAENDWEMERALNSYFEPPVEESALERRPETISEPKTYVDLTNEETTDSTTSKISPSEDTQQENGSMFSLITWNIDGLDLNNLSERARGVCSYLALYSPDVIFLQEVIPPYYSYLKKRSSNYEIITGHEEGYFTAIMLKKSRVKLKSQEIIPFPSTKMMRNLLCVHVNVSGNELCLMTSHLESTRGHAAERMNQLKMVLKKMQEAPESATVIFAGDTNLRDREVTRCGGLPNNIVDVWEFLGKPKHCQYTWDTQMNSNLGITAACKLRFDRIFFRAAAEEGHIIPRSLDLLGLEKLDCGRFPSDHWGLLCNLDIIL
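Read-out basis: percent inhibition. System: recombinant human TDP2. Buffer or medium: Mg2+-containing Tris-HCl buffer, pH 7.5. Repeats: single replicate. Timing: reaction 2 h, 37 °C. Benchmarks: high control without enzyme, low control DMSO plus TDP2. Probe or stimulus: 5 mM T5PNP. Doses: 12.8 µM only. Measured by: epi absorbance of p-nitrophenol freed from T5PNP by hydrolysis.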
LEDGF integ inh: blockers of LEDGF/p75-dependent integrase strand transfer – biochemical, TR-FRET, high throughput, primary screen; inhibition, % at 3.7 µM; TR-FRET IN-LEDGF/p75 DNA integration, Eu/Cy5; actives 0.64% (n = 370,000);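 active means inhibition above the screen-wide mean plus 3 SD, cut at about 13% in these data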;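 further: signal is the Cy5 over europium emission ratio at 671 and 618 nm; 0% = plate median of compound wells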
PRMT1 FP inh: PRMT1 methyltransferase inhibitors, primary screen, biochemical, fluorescence polarization. Protein arginine N-methyltransferase 1 (Homo sapiens), Q99873. recombinant PRMT1, activity-based probe fluorescence polarization. actives 1.3% (n = 370,000). inhibition, % at 2.79 µM;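 active means inhibition above about 21% made by adding two undisclosed values, limit read from the data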
SIAE inh: human SIAE inhibitors, primary screen, biochemical, fluorescence polarization, FP-Rh probe, 1536-well HTS. Sialate O-acetylesterase (Homo sapiens), Q9HAT2. SIAE FP-Rh probe binding. inhibition, % at 9.66 µM. actives 0.69% (n = 370,000);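 active means inhibition above a cutoff: mean of compounds within the control limits plus 3 SD of those, cut at about 17% in these data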;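 further: 0% = plate median of compound wells and 100% = probe without SIAE protein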
Target sequence (Q9HAT2 whole entry, looked up): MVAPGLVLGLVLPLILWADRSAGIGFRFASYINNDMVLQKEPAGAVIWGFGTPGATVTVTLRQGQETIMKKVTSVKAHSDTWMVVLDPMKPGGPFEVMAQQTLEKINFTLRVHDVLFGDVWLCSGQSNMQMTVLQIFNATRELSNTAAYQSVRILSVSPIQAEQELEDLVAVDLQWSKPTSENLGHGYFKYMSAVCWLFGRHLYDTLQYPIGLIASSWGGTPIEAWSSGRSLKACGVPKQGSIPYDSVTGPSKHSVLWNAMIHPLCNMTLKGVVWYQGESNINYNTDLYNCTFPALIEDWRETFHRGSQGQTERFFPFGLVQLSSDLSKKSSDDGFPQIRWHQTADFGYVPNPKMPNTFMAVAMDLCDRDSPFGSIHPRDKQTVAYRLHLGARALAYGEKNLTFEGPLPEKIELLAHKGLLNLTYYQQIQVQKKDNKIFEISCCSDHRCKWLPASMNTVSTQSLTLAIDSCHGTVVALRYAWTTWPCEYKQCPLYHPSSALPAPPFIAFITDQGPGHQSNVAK
An asterisk follows results filed as active; / = not tested or not shown.

SMILES	Tn7 DDE FP	UHRF1 MBD2 ctr	TCR-CD3 inh	KLK7 zymogen act	MBD2 inh	DDE Tn6 FP inh	TDP2 absorb	LEDGF integ inh	PRMT1 FP inh	SIAE inh
CC(C)c1ccc(N2C(=O)CSC23C(=O)N2CCCc4cccc3c42)cc1 (stereo not drawn)	9	3	-7	-0.1	3	8	7	-2	-1	-8
COC(=O)c1sccc1NC(=O)Nc1ccc(C)cc1	-2	0	4	0.3	0	1	12	3	1	-2
CC(=O)c1ccc(N(CC(=O)NC2CCS(=O)(=O)C2)S(=O)(=O)c2ccc(Cl)cc2)cc1 (stereo not drawn)	-3	-2	4	-0.4	-1	6	1	3	2	-6
Cc1ccc(C(=O)CNc2ccccc2C)cc1	-5	-4	7	-0.3	1	-3	7	1	0	5
Cc1ccc(S(=O)(=O)Nc2cccc(-c3ccc(N4CCCCCC4)nn3)c2)cc1C	-1	-1	4	-1.4	-3	-4	5	-1	1	-58
Cc1ccccc1Oc1ncnc(N)c1[N+](=O)[O-]	7	-1	9	0.5	0	10	-5	-2	1	6
OCCOCCn1c(C(CO)Nc2nc(-c3ccccc3Br)cs2)nc2ccccc21 (stereo not drawn)	14*	-2	5	0.3	-4	4	2	0	6	8
O=C(COC(=O)/C=C/c1cccs1)Nc1cccc(S(=O)(=O)N2CCCC2)c1	2	1	2	-0.1	-1	4	2	0	2	-14
COc1cc(C2C(C(=O)c3cccs3)=C(O)C(=O)N2CCN2CCOCC2)ccc1OCCC(C)C (stereo not drawn)	0	0	6	0.5	1	7	-21	2	-3	-9
O=C(CSc1ccc(-c2ccco2)nn1)N1CCCCC1	-5	1	3	0.1	2	1	-8	5	16	3
CCCCN(C(=O)Cc1ccc(S(=O)(=O)N2CCOCC2)s1)c1ccccc1	6	2	-8	0.0	4	-2	-4	-7	2	-3
CC1(C)CC(C#N)(N2CCOCC2)CCO1 (stereo not drawn)	-6	0	12	-0.6	-4	-1	6	-2	0	3
CC(C)Oc1ccc(CN2CCC2(C)C(=O)NCc2ccc(C(F)(F)F)cc2)cc1 (stereo not drawn)	-5	3	0	-0.6	-1	3	1	1	0	-1
CCO[C@@H]1OC(C(=O)N2CCN(Cc3ccccc3)CC2)=C[C@H](c2csc3ccccc23)[C@H]1CCCO	6	0	5	0.5	0	-2	-16	2	-1	-3
CN(C)c1nc(N)nc(CSc2nc3cc(Cl)ccc3o2)n1	-3	-2	9	0.3	2	4	1	-2	-1	-7
CC(C)c1ccc(N2C(=O)CC(Sc3ncccn3)C2=O)cc1 (stereo not drawn)	0	2	-3	-0.5	-1	-2	1	6	12	-3
O=C(CNS(=O)(=O)c1cccs1)N1CCN(c2ncccn2)CC1	-7	3	/	0.2	0	-1	5	-1	-2	2
Cc1ccc2nc(SCC(=O)Nc3cc(C(C)(C)C)nn3-c3ccccc3)[nH]c2c1	0	-1	5	0.9	-2	7	-11	-1	-2	4
CCN1CCCC1CNC1=NCCCCC1 (stereo not drawn)	4	2	-8	0.1	4	3	4	0	0	1
CCCNC(C)C(=O)Nc1ccccc1C (stereo not drawn)	4	0	2	-0.1	-3	3	-4	2	1	-7
CCN1CCN(Cc2c(C(=O)N/N=C(\C)c3ccc(Cl)cc3)nnn2-c2nonc2N)CC1	3	-2	0	0.1	0	-1	1	1	-1	3
CSCCC(NC(=O)c1ccccc1)C(=O)Nc1ccncc1 (stereo not drawn)	0	0	3	0.4	1	7	-2	-1	-1	-11
COc1ccc(C(CC(=O)N2CCCCC2)c2c(O)cc(OC)cc2OC)cc1 (stereo not drawn)	1	4	4	-0.7	-3	-8	8	0	0	6
CCC(=O)N(C)C[C@@H]1[C@H](c2ccc(C3=CCCCC3)cc2)[C@H](CO)N1C(=O)CC	-5	1	/	0.7	0	7	-4	3	0	-3
CCOC(=O)c1ccc(Oc2nc(NC)nc(SC)n2)cc1	-2	5	-7	0.1	8	-4	-16	3	8	-1

Continued.
SMILES	Tn7 DDE FP	UHRF1 MBD2 ctr	TCR-CD3 inh	KLK7 zymogen act	MBD2 inh	DDE Tn6 FP inh	TDP2 absorb	LEDGF integ inh	PRMT1 FP inh	SIAE inh
COc1ccc(-c2noc(CN(C(=O)c3ccc(OC(C)=O)cc3)C(C)C)n2)cc1OC	8	-4	-7	-0.1	5	-3	-1	2	1	-8
CC1=C(C(N)=O)C(c2ccco2)C(C(N)=O)=C(C)N1	4	-4	1	0.2	4	-1	16	1	0	2
O=C(NCCN1CCOCC1)c1ccccc1N1C(=O)[C@@H]2Cc3c([nH]c4ccccc34)C(c3ccc(F)cc3)N2C1=O (stereo partly drawn)	2	3	-4	0.2	-2	1	6	-5	5	-28
NS(=O)(=O)c1ccc(CCNC(=O)c2cc(-c3ccc(Br)cc3)nc3ccccc23)cc1	0	2	7	-0.6	0	6	-1	-1	-1	-30
Cc1ccc(/C=N/N2CCCCC2)o1	6	-1	9	-0.1	2	2	6	2	0	11
FC(F)(F)c1nc2ccccc2c2nc3ccccc3n12	-5	4	-8	1.2	3	4	14	0	4	-4
O=C(NCC(F)(F)F)N1CCOCC1	-1	1	3	0.5	-5	4	3	0	-1	-2
CC/C(=N\NC(=O)c1ccc(Br)cc1)c1ccccc1	-11	3	-3	-1.3	-3	8	-20	0	-1	-4
O=C(CN1C(=O)C2CC=CCC2C1=O)Nc1nnc(C2CC2)s1 (stereo not drawn)	1	3	-10	-0.4	5	-3	-3	-3	3	5
Cc1nc2ccc(NC(=O)c3ccc(S(=O)(=O)N4CCOCC4)cc3)cc2s1	-7	6	-11	-0.8	-4	-7	-15	4	0	-4
CN(C)C(=S)NC(C)(C)C	-1	-1	-2	-0.1	-2	-2	-14	3	-6	1
CCOC(=O)/C(N=Nc1ccc2c(c1)OCO2)=C(\C)O	-1	-3	-2	0.1	-7	8	-5	4	-5	8
COc1ccc(C(C(=O)NC2CCCC2)N(C(=O)c2ccco2)c2cccc(C(C)=O)c2)cc1OC (stereo not drawn)	2	-1	11	0.7	-4	4	-13	0	-2	-5
CCCc1nnc(NC(=O)CCC(=O)N2CCN(Cc3ccc(OC)c(F)c3)CC2)s1	0	1	6	0.2	3	-3	-12	-4	1	1
CCn1ncc(CN2CCCC(C(=O)Nc3cccc(-c4cc5ccccc5[nH]4)c3)C2)c1C (stereo not drawn)	-2	2	-5	0.3	-6	-11	-14	6	-3	10
O=C(C1CCN(Cc2ccccc2O)CC1)N1CCN(Cc2ccc3c(c2)OCO3)CC1	5	2	-3	0.6	-3	-3	4	-4	2	0
COc1ccc(-n2c(=O)cc(N3CCN(c4ccccc4)CC3)[nH]c2=O)cc1	7	2	-4	-0.2	1	-1	-1	-3	2	5
CN1c2ccsc2C(O)=C(C(=O)Nc2ccccc2)S1(=O)=O	-8	4	-5	-0.4	4	-9	-2	0	2	3
Cc1cc2cc(C(c3nnnn3Cc3ccco3)N3CCc4ccccc4C3)c(=O)[nH]c2cc1C (stereo not drawn)	-2	-3	6	-1.5	-8	-5	-3	13	69*	-2
CN(CC(=O)N1CCCC1)S(=O)(=O)c1ccc(Cl)cc1	4	4	-7	0.2	3	-6	7	-1	6	4
O=C1CN(CC(=O)Nc2ccc(Cl)cc2)CCN1	0	1	-7	-0.4	-4	-2	1	-1	4	-2
COC(CNS(=O)(=O)c1ccc(S(=O)(=O)N2CCCC2)cc1)OC	8	-2	1	0.1	-2	-2	-7	2	-2	0
COC(=O)C1=C(C)n2nnnc2NC1c1cc2ccccc2o1 (stereo not drawn)	1	-5	-4	-0.4	3	-5	9	2	0	-4
CCOC(=O)c1c(CSc2ccccc2)n(C)c2cc(Br)c(OCC(O)CNC(CO)(CO)CO)cc12 (stereo not drawn)	1	2	6	-0.1	-2	-4	-11	5	-2	-8

Reformatted: entries from further up
SMILES | Tn7 DDE FP | UHRF1 MBD2 ctr | TCR-CD3 inh | KLK7 zymogen act | MBD2 inh | DDE Tn6 FP inh | TDP2 absorb | LEDGF integ inh | PRMT1 FP inh | SIAE inh
O=C(NCC(F)(F)F)N1CCOCC1 | -1 | 1 | 3 | 0.5 | -5 | 4 | 3 | 0 | -1 | -2
CC/C(=N\NC(=O)c1ccc(Br)cc1)c1ccccc1 | -11 | 3 | -3 | -1.3 | -3 | 8 | -20 | 0 | -1 | -4
O=C(CN1C(=O)C2CC=CCC2C1=O)Nc1nnc(C2CC2)s1 (stereo not drawn) | 1 | 3 | -10 | -0.4 | 5 | -3 | -3 | -3 | 3 | 5
Cc1nc2ccc(NC(=O)c3ccc(S(=O)(=O)N4CCOCC4)cc3)cc2s1 | -7 | 6 | -11 | -0.8 | -4 | -7 | -15 | 4 | 0 | -4
CN(C)C(=S)NC(C)(C)C | -1 | -1 | -2 | -0.1 | -2 | -2 | -14 | 3 | -6 | 1
CCOC(=O)/C(N=Nc1ccc2c(c1)OCO2)=C(\C)O | -1 | -3 | -2 | 0.1 | -7 | 8 | -5 | 4 | -5 | 8
COc1ccc(C(C(=O)NC2CCCC2)N(C(=O)c2ccco2)c2cccc(C(C)=O)c2)cc1OC (stereo not drawn) | 2 | -1 | 11 | 0.7 | -4 | 4 | -13 | 0 | -2 | -5
CCCc1nnc(NC(=O)CCC(=O)N2CCN(Cc3ccc(OC)c(F)c3)CC2)s1 | 0 | 1 | 6 | 0.2 | 3 | -3 | -12 | -4 | 1 | 1
CCn1ncc(CN2CCCC(C(=O)Nc3cccc(-c4cc5ccccc5[nH]4)c3)C2)c1C (stereo not drawn) | -2 | 2 | -5 | 0.3 | -6 | -11 | -14 | 6 | -3 | 10

Assay outcomes: PubChem, The Scripps Research Institute Molecular Screening Center

Hits appear at their usual frequency; 4.6% or so of the library scored in one or more.
